# Bioassay records as filed in PubChem.
# Menin MLL FP TR – menin-MLL binding inhibition, Texas Red mutant peptide | O00255 | Menin + Texas Red MLL mutant peptide, fluorescence polarization | Potency, µM (doses to about 61.6 µM), inactives show top-dose FP activity change, negative = inhibition, hits mostly inhibitors | hit rate 0.23% among 270,000; active means well fitted inhibition curve with a large enough effect in the polarisation, with a control signal flat, not every such curve was filed as active; inconclusive means small, poorly fitted or top-dose-only effect, or effect the other way, or a change in a side signal; inactive means no such curve, though single readings can be large or run the other way; the % refers to the polarisation; further: potency means the concentration at half of the fitted maximal effect; % of control where 0% means no effect; many of its hits are not listed in these tables
# GALK inhibitor – inhibitors of human galactokinase; P51570; Purified GALK, Kinase-Glo residual ATP luminescence; Potency, µM (doses to about 57.5 µM), for the others: at the highest dose activity change, negative = inhibition, actives largely listed as inhibitors; hit rate 0.007% among 270,000; AID 1868; further: potency means the concentration at half of the fitted maximal effect; on the % scale 0 is the no-effect control and ±100 the full control effect
# Target sequence (P51570 whole entry, looked up): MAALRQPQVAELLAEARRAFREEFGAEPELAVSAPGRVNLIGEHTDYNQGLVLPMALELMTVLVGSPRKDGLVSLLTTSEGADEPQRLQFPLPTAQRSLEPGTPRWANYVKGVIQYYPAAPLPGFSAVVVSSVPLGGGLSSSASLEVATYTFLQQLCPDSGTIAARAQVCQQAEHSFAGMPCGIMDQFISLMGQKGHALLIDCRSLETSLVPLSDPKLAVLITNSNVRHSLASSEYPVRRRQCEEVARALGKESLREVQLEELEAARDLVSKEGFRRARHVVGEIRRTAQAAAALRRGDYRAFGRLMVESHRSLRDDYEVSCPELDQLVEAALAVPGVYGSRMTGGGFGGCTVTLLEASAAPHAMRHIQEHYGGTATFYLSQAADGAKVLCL
#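 Quantitative HTS: GALK 5 nM, ATP 35 uM, galactose 100 uM, 1 h room temperature, then luciferase-based ATP detection.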
# a7 integrin act – activates integrin-mediated alleviation for muscular dystrophy. alpha7betagal myoblasts, beta-gal FDG fluorescence, 48 h. Potency, µM (top dose mostly 38.3 µM), for the others: at the top dose activation, hits mostly activators. hit rate 0.064% among 350,000. AID 624291;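 further: potency means the concentration at half of the fitted maximal effect; 100% = response of the positive control SU9516; nearly all actives have a fitted effect of over 60% in size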
#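 Alpha7betagal+/- myoblasts (passage 13) were plated 16-24 hr, then exposed to compounds (1:260 dilution of DMSO stock) for 48 hours at 37C. After MPER lysis, β-galactosidase reporter activity was read as FDG fluorescence (ex 480/em 540) after 30 minutes.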
# Chronic BCR inh – inhibitors of chronic active B-cell receptor signaling; ABC-DLBCL IkBa-CBG/CBR reporter, luminescence ratio, 4 h; Potency, µM (highest dose often 46.1 µM), without a hit: top-dose ratio change, negative = lower green/red ratio, hits mostly inhibitors; hit rate 0.05% among 340,000; active means well fitted inhibition curve with a large enough effect in the signal ratio, with a control signal flat, not every such curve was filed as active; inconclusive means small, poorly fitted or top-dose-only effect, or effect the other way, or a change in a side signal; the % refers to the signal ratio;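 further: potency means the concentration at half of the fitted maximal effect; plate controls were basal doxycycline-induced cells for no effect and cells given 10 µM MG132 for full effect; MG132 reads +100%, hits lower the ratio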
#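 Compounds up to 46 uM were incubated four hours with TMD8 cells whose green CBG68 luciferase is fused to IkappaBalpha; red CBR luminescence normalised the signal, and concentration-effect curves were fitted to fusion, red and ratio data.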
# TSG101-PTAP inh – blocks PTAP/TSG101 interaction to inhibit HIV-1 budding; Fluorescence polarization, FITC-PTAP peptide / Tsg101 binding; Potency, µM (titrated, usually from 115 µM), for inactives: at the top dose activity change, negative = inhibition, hits mostly inhibitors; 340,000 tested, under 10 active; active means well fitted inhibition curve with a large enough effect in the main read-out, with a control signal flat, not every such curve was filed as active; inconclusive means small, poorly fitted or top-dose-only effect, or effect the other way, or a change in a side signal; inactive means no such curve, though single readings can be large or run the other way; further: potency means the concentration at half of the fitted maximal effect; % of control where 0% means no effect
#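 Fluorescence anisotropy tracks displacement of a FITC-tagged PTAP peptide (50 nM) from the Tsg101 binding domain (10 uM), following a 20 min room-temperature incubation at pH 7.5.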
# B2AR arrestin – agonists driving beta-arrestin recruitment to human beta2-adrenergic receptor. AID 492947. Potency, µM (doses to about 46.1 µM), without a hit: at the highest dose activation, hits mostly activators. P07550. beta-arrestin recruitment to beta2AR, cell-based reporter. hit rate 0.02% among 330,000;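 further: potency means the concentration at half of the fitted maximal effect; 0% = DMSO controls and full agonism = EC100 isoproterenol or metaproterenol; nearly all actives have a fitted effect of over 65% in size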
# Tb PFK block – inhibitors of T. brucei phosphofructokinase; O15648; T. brucei PFK, ADP-Glo luminescence; Potency, µM (highest dose often 57.5 µM), for the others: at the top dose activity, negative = inhibition, hits mostly inhibitors; hit rate 0.17% among 330,000; AID 485367;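 further: potency means the concentration at half of the fitted maximal effect; 0% = uninhibited 1x PFK enzyme wells and -100% = no-enzyme wells; nearly all actives have a fitted effect of over 60% in size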
# Target sequence (O15648 whole entry, looked up): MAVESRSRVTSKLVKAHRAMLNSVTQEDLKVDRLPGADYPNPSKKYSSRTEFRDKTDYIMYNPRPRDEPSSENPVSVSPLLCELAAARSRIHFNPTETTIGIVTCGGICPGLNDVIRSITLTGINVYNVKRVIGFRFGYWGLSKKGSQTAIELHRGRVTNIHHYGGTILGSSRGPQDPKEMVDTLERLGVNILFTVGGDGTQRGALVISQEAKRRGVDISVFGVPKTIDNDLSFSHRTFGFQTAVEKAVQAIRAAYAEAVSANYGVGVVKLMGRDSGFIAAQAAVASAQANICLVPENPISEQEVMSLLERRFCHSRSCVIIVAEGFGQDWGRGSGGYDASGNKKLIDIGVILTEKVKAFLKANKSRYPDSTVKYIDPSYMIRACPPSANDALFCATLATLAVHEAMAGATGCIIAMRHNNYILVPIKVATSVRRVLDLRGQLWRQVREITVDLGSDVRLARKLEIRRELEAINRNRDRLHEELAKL
#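 PFK 1.25 nM, F6P 0.5 mM, ATP 0.1 mM, 0.1 M TEA pH 8.0, 5 mM MgCl2, 0.01% Tween20, 0.1% BSA; 45 min RT. ADP-Glo readout. qHTS titration up to 57 uM; curves fitted, compounds curve-classed.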
# FBPA coupling cs – coupling enzyme interference in Giardia aldolase counter-screen; activity change, negative = inhibition, % at 58.2 µM, hits read low; hit rate 0.67% among 290,000; coupling enzyme system counterscreen, AmpLite Red fluorescence; in the data active means activity change below about -30%; further: on the % scale 0 is the no-effect control and ±100 the full control effect
#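 Fluorescence at 525 nm excitation and 598 nm emission measured inhibition of the coupled detection system without aldolase. Compounds (at 57.5 uM final) were preincubated 10 min at room temperature with coupling enzyme reagent before a 20 min substrate/AmpLite Red step.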
# Giardia killer – kills Giardia lamblia; Giardia lamblia trophozoite viability; activity change, % at 7.66 µM, hits read low; hit rate 0.15% among 340,000; in the data active means activity change below about -80%; inconclusive means between about -30% and that limit;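 further: parasites exposed to compound for two days anaerobically before the ATP read; on the % scale 0 is the no-effect control and ±100 the full control effect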
#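 Killing of trophozoites was scored by loss of ATP luminescence after a 48 hrs anaerobic exposure to compounds at 37 deg C, using 100 cells per well.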
# PKM2 act – increases activity of human pyruvate kinase M2; purified PKM2, Kinase-Glo ATP luminescence, activation; response scale: 0% is enzyme alone, no compound; Potency, µM (highest dose often 57.5 µM), inactives show top-dose activation, actives largely listed as activators; hit rate 0.34% among 260,000; AID 1631; further: potency means the concentration at half of the fitted maximal effect; on the % scale 0 is the no-effect control and ±100 the full control effect; nearly all actives have a fitted effect of over 55% in size
#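 hPK-M2, >95% pure; 0.1 mM ADP / 0.5 mM PEP final; imidazole pH7.2 buffer w/ 7 mM MgCl2, 50 mM KCl; 1 h RT; Kinase-Glo lum. Intermediate enzyme activity for dual inhibitor/activator qHTS.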
# S-ASM inh – blocks human secretory acid sphingomyelinase | placental ASM, HMU-PC fluorogenic substrate, 60 min | Potency, µM (titrated, usually from 57.5 µM), for inactives: at the highest dose activity change, negative = inhibition, most hits filed as inhibitors | hit rate 0.006% among 340,000 | P17405; further: potency means the concentration at half of the fitted maximal effect
#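 HMU-PC0 cleavage (9 uM final) by human placental ASM, 60 min at 37 °C following 10 min compound exposure at RT; stopped at pH 10, fluorescence Ex 386/Em 447 nm.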
# * = called active by the depositor; u = inconclusive; x = not tested or not shown; [ ] = remark or other dose. Unless noted, the call rests on the fitted dose curve; in most records, active means well fitted curve in the direction sought with a large enough effect; inconclusive means small, poorly fitted or top-dose-only effect, or another doubt; inactive means no such curve, though single readings can be large; an effect the other way counts as inactive or inconclusive.
structure	Menin MLL FP TR	GALK inhibitor	a7 integrin act	Chronic BCR inh	TSG101-PTAP inh	B2AR arrestin	Tb PFK block	FBPA coupling cs	Giardia killer	PKM2 act	S-ASM inh
O=C1CN(C(=O)COC(=O)c2ccccc2NCc2ccco2)c2ccccc2N1	x	-2%	-10%	u	-3%	-0.1%	3%	1	2	8%	x
Cn1c(=O)cc(SCC(=O)N2CCN(c3ccccn3)CC2)c2ccccc21	-9%	0%	-22%	-12%	-6%	-0.2%	-2%	0	12	u	-1%
Fc1cccc(Cl)c1Cn1nnc2c(-n3ccnc3)ncnc21	0%	-7%	-23%	u	-1%	-0.3%	1%	0	-10	26%	-1%
Cc1cc(C)c(C)c(S(=O)(=O)Nc2ccc(OCC(=O)O)cc2)c1C	-5%[11.7 µM]	1%	7%	-7%	-5%	-2.7%	-1%	8	-18	14%	0%
CCN(CC)CCC#CC(O)(c1ccccc1)C1CCCCC1 (stereo unspecified)	-4%	5%	-25%	-5%	-1%	-0.1%	0%	0	-4	-6%	-1%
O=C(COC(=O)c1ccc[n+]([O-])c1)Nc1c(Br)cc([N+](=O)[O-])cc1Br	24%	4%	x	0%	x	0.2%	-2%	2	x	-2%	x
CC(=O)OCC1OC(n2ccc(=O)[nH]c2=O)C(O)C1O (stereo unspecified)	3%	1%	11%	-7%	-2%	-0.9%	1%	5	3	7%	1%
CN(Cc1ccccc1)C(=O)c1cnc2n(c1=O)CCS2	24%	0%	20%	-1%	-3%	-0.9%	1%	0	-5	-4%	-1%
CC(C)NC(=O)Nc1cccc(Cl)c1	x	6%	-12%	0%	-6%	-0.5%	0%	0	6	-5%	4%
COc1ccc(CCN2C(=O)CCC2(C)C(=O)NC2CCCC2)cc1OC (stereo unspecified)	0%	-1%	0%	1%	-3%	-0.1%	2%	1	6	3%	3%
O=C(CSc1nc2ccccc2nc1N1CCCC1)Nc1ccc(Cl)cc1	-5%	x	-5%	u	-1%	-0.3%	4%	-1	42[activator]	11%	36%
CC(=O)Nc1ccc(S(=O)(=O)Nc2ccc(Cl)nn2)cc1	6%	x	9%	2%	-10%	-0.4%	0%	0	7	-4%	3%
COc1ccc(NC(=O)c2ocnc2C)cc1OC	0%	-1%	1%[7.66 µM]	-27%	-2%	0.1%	-9%	-1	-4	-16%	0%
Cc1ccc(-n2nc3c(c2NC(=O)c2cccs2)CS(=O)(=O)C3)cc1	25%	12%	-25%	13%	-2%	0.5%	-4%	1	1	4%	0%
COc1ccc(Cc2nc(-c3cccs3)no2)cc1OC	-3%[11.7 µM]	2%	-19%	-6%	-2%	-0.9%	0%	4	11	1%	8%
CC[N+](CC)(CC)C/C(N)=N/O	12%	-1%	2%	0%	-3%	-0.2%	2%	3	2	6%	3%
O=C(CC1S/C(=N\S(=O)(=O)c2ccc(F)cc2)N(c2ccccc2)C1=O)Nc1ccccc1 (stereo unspecified)	u	0%	5%	0%	0%	0.3%	4%	0	3	-1%	-6%
CCN1CCCC1CN(Cc1cc2ccc(C)cc2[nH]c1=O)C(=S)Nc1cccc(OC)c1 (stereo unspecified)	-8%	0%	-28%	2%	-4%	-0.1%	0%	1	-17	1%	0%
COC(CNC(=O)C(C)n1nc(C)c2ccccc21)OC (stereo unspecified)	-10%	-2%	-6%	-7%	-1%	0.3%	-2%	-1	-9	-5%	5%
Oc1c(Cl)cc(Cl)cc1C(C#Cc1ccccc1)N1CCOCC1 (stereo unspecified)	0%	-3%	-36%	10%	-9%	0.0%	-1%	0	12	2%	u
O=C(Nc1cccc2cccnc12)c1cccnc1	-11%	0%	8%	u	-6%	-0.3%	-8%	-3	-14	0%	2%
O=C(Nc1cccc2c1CCCC2)c1ccccc1Cl	3%	0%	u	u	0%	-0.6%	1%	1	-13	-6%[11.5 µM]	-3%
O=S(=O)(Nc1ccc(O)c(Sc2nc3ccccc3s2)c1)c1ccc(Cl)cc1	u	-1%	31%	u	-5%	-0.2%	-1%	-2	20	9%	-6%
Cc1ccc(N=Nc2c(C)[nH]n(C(N)=S)c2=O)cc1C	0%	0%	-8%	-26%	-3%	-1.1%	-4%	3	2	-4%	-6%
O=C(Cc1ccccc1[N+](=O)[O-])OCc1cccc([N+](=O)[O-])c1	x	-1%	x	u	x	0.1%	-2%	-9	x	x	x
COc1ccc(OC)c(S(=O)(=O)NCCO)c1	11%	-7%	22%	5%	-5%	-0.4%	-5%	2	2	-5%	2%
CC12CC3CC(C)(C1)CC(C(=O)Nc1nn[nH]n1)(C3)C2	6%	10%	u	-2%	-3%	-0.4%	0%	0	12	-1%	0%
C=C(C)COc1ccc2oc(C)c(C(=O)OCCOC)c2c1	-1%	-6%	5%[7.66 µM]	11%	-1%	0.1%	0%	3	25	-13%	-2%
CC(=O)Nc1ccc(CC#N)cc1	x	15%	16%	-1%	-1%	-0.6%	0%	4	-13	-2%	2%
O=C(O)c1csc(Cc2ccccc2)n1	-10%	5%	12%	-19%	-4%	-0.1%	0%	5	-17	-5%	-1%
COC(=O)c1sccc1NC(=O)CSc1nnnn1-c1ccccc1F	u	2%	-5%	x	-2%	x	x	0	9	58%	-1%
Cc1ccc2nc(C)c3c(c2c1)N(c1ccccc1)CC3	x	8%	-37%	0%	-6%	-0.1%	0%	2	-8	-1%	311%[activator]
O=c1c2cc(F)ccc2[nH]c(=S)n1Cc1ccc(F)cc1	75%[activator]	x	u	5%	-4%	-0.2%	6%	1	2	x	-3%
CCc1ccc(NC(=O)CSc2nc3ccsc3c(=O)n2CCC(=O)O)cc1	x	-2%	27%	14%	-7%	0.0%	-3%	x	-10	x	0%
O=C(CSc1n[nH]c(=O)n1C1CC1)NCc1ccccc1	x	0%	4%	0%	0%	-1.5%	1%	8	12	3%	5%
O=C(c1cnccn1)N1CCN(c2ccccc2F)CC1	10%	0%	10%	0%	-3%	-0.6%	0%	3	-1	-13%	1%
CCc1cccc(NC(=O)C2CCCN2S(=O)(=O)c2cccc3cccnc23)c1 (stereo unspecified)	x	4%	u	u	-1%	0.6%	-16%	x	24	x	-1%
Cc1ccc(NC(=O)C(Cc2ccccc2)NC(=O)OCc2ccccc2)cc1C (stereo unspecified)	2%	x	27%	-2%	-7%	-0.2%	3%	1	-2	-3%	1%
O=C(Nc1nnc(Cc2ccccc2F)s1)Nc1ccccc1F	-19%	0%	20%	u	1%	-3.3%	1%	1	2	0%	-3%
Cc1ccc(-c2nc(CS(=O)CC(=O)NC3CCC(C)CC3)c(C)o2)cc1 (stereo unspecified)	u	2%	1%	-18%	0%	-1.0%	0%	7	22	4%	-5%
Cc1csc(NC(=S)Nc2cccc(Cl)c2)n1	u	0%	u	u	-1%	0.0%	-6%	-3	-6	2%	-4%
C#CCOC(=O)/C(=C/C=C/c1ccccc1)NC(=O)c1ccccc1	4%	2%	-3%	0%	2%	0.0%	-3%	-1	-25	-1%	-1%
O=C(Nc1ncc(Cl)cc1Cl)c1c(F)cccc1Cl	2%	0%	-24%	-17%	-3%	0.0%	-1%	-1	4	-1%	10%
CCN1CCN(C(=O)c2ccc(CS(=O)Cc3ccc(C)cc3)o2)CC1 (stereo unspecified)	8%	3%	0%	-6%	-6%	-0.4%	0%	0	-11	x	1%
CC(C)(C)c1ccc(/C=C2\Oc3cc(O)ccc3C2=O)cc1	u	-1%	-3%	u	0%	0.2%	22%	3	-7	x	60%[activator]
COc1cc(Br)c(Br)cc1N	x	-1%	-1%	u	-4%	-0.4%	u	-4	12	0%	6%
COC(=O)C1=C(C)NC2=C(C(=O)CCC2)C1c1cn(Cc2ccc(Br)cc2)nc1-c1ccccc1 (stereo unspecified)	-27%	3%	14%	u	-3%	0.0%	-1%	0	4	0%	x
CCCS(=O)(=O)N1CCCC(C(=O)Oc2ccc(OC)cc2)C1 (stereo unspecified)	9%	-2%	-2%	2%	0%	-0.2%	1%	4	15	0%	3%
CC1CCCC(C)N1C(=O)CCN1C(=O)C2C3C=CC(C3)C2C1=O (stereo unspecified)	3%	-1%	-11%	5%	-1%	0.4%	-6%	0	-28	7%[0.46 µM]	2%
Cc1sc2nc(C3CC3)nc(SCC(=O)N3CCCc4ccccc43)c2c1C	0%	1%	x	11%	x	-0.9%	1%	1	x	4%	x

# These rows are one share of the data (hit frequency here may not be typical).
